TNAP inh no acc – inhibitors of human TNAP without phosphate acceptor. P05186. purified TNAP, CDP-star luminescence, 30 min. inhibition, % at 20 µM. 0.26% of 200,000 active. AID 1012;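 active means tissue-nonspecific alkaline phosphatase inhibition above about 50% at 20 µM in the single-dose screen, limit read from the data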;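 further: 0% = DMSO negative control and 100% = EDTA positive control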
Target sequence (P05186 whole entry, looked up): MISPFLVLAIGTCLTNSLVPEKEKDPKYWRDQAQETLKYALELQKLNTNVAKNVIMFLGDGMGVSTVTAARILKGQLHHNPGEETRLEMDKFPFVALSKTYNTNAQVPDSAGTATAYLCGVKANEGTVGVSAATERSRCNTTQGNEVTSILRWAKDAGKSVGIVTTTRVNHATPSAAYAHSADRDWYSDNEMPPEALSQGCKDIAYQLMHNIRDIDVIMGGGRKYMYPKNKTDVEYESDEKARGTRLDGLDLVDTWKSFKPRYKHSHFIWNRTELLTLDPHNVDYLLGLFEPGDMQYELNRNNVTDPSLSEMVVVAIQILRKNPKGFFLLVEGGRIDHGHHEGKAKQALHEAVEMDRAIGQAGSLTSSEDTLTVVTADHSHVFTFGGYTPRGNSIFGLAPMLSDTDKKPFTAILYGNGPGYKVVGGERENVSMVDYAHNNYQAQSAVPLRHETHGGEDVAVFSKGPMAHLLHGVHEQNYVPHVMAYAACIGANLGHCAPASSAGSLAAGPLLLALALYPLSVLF
PMI act – activators of human phosphomannose isomerase | purified human PMI, coupled resazurin fluorescence, 20 min; hits give high values; 1 = vehicle control, 0 substrate-free wells | 0.005% of 190,000 active | activation factor at 20 µM;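 active means activation factor of 2 or more at 20 µM, relative to plate controls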
PMI act satM6P – PMI (human) activation, high substrate; coupled PMI enzyme assay, resazurin fluorescence, 20 min; hits give high values; 1 = untreated enzyme, 0 = substrate-free blank; activation factor at 20 µM; 0.34% of 190,000 active; AID 1216;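 active means activation factor of 2 or more at 20 µM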
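Test system – human PMI in coupled enzyme assay · Timing – 20 min incubation at room temperature · Detection – Diaphorase-driven resazurin-to-resorufin fluorescence, excitation 544, emission 590 nm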
FLuc stim CS – affects firefly luciferase, flagging false hits in luciferase stimulation screens; P08659; ATPlite luciferase biochemical, luminescence, 10 min; 0 = ATP-free wells, 1 = DMSO control; activation factor at 10 µM; 200,000 tested, under 10 active; AID 1027;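 active means luciferase activation factor, scaled between plate controls, of at least 2 with compound at 10 µM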
Target sequence (P08659 whole entry, looked up): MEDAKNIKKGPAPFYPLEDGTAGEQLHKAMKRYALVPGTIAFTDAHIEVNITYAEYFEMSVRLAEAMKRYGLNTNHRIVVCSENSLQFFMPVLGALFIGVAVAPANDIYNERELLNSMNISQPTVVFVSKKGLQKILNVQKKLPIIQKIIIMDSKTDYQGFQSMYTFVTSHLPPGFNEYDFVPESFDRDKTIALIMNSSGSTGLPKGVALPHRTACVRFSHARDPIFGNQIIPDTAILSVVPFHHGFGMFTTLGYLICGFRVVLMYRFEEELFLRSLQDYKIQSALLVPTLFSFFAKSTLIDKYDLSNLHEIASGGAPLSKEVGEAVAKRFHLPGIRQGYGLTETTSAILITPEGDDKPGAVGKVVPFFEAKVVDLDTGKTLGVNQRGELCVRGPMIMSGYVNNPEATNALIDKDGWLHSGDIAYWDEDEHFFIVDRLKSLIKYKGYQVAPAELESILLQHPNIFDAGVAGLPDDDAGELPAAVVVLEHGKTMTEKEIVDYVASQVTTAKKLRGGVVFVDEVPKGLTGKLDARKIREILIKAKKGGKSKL
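Material: luciferase plus luciferin reagent, cell-free. Medium: PBS buffer for ATP. Also added: ATP substrate, dispensed from a 10.24 µM working solution in PBS. Doses: test compounds dosed from 2 mM stocks in 100% DMSO. Incubation: 10 min post-reagent at room temperature. Technique: light output (luminescence). Read-out basis: luminescence gain marking luciferase activators.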
TNAP act hiacc – increases human TNAP activity under high phosphate acceptor concentration. P05186. purified TNAP, CDP-star luminescence, 1 M DEA, 30 min; hits give high values; 0 = EDTA background, 1 = DMSO-only activity. activation factor at 20 µM. 200,000 tested, under 10 active;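 active means activation factor at least 2 at 20 µM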
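Dosing: 20 µM single point. System: human TNAP. Amount: TNAP 1/800 final. Incubation: 30 min, room temperature. Read-out: TNAP activation factor scaled between EDTA and DMSO control wells. Signal: luminescence from CDP-star hydrolysis. Medium: 1 M DEA, pH 9.8, Mg2+, Zn2+. Control set: EDTA negative control, DMSO positive control.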
TNAP inh hi DEA – TNAP (human) inhibition, high acceptor; P05186; purified TNAP, CDP-star luminescence, 1 M DEA; inhibition, % at 20 µM; 0.03% of 200,000 active;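 active means over 50% inhibition of tissue-nonspecific alkaline phosphatase at 20 µM in the single-dose screen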;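 further: plate controls were DMSO wells for no effect and EDTA-quenched wells as full inhibition for full effect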
HMGR II inh – blocks class II HMG-CoA reductase of Enterococcus faecalis; purified E. faecalis HMGR, NADPH absorbance 340 nm kinetic; inhibition, % at 10 µM; 0.41% of 190,000 active; AID 1066;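 active means inhibition above a set limit, the median over all tested compounds plus 3 SD, cut at about 9.5% in these data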;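 further: enzyme runs in reverse so mevalonate oxidation gives rising NADPH absorbance; 0% = complete reaction with DMSO and 100% = background rate lacking mevalonate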
Diaph act CS – activates diaphorase or chemically reduces, flagging diaphorase assay artifacts. 0.005% of 190,000 active. Diaphorase/resazurin coupled assay, resorufin fluorescence, 16 min; hits give high values; 1 = vehicle wells, 0 = NADH-free wells. AID 1229. activation factor at 20 µM;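 active means diaphorase activity raised at least twofold by the compound at 20 µM; inactive means activation factor below 2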
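Material: bacterial diaphorase enzyme (C. kluyveri); amount: enzyme 0.07 U/mL final; reagent: NADH substrate 0.114 mM plus resazurin dye 0.1 mM, final; doses: single compound dose of 20 µM, 1% DMSO final; timing: 16 min enzyme reaction, ambient temperature; measured by: fluorescence of resorufin, 544 nm excitation, 590 nm emission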
Diaphorase inh – inhibits diaphorase or chemically oxidizes, flagging diaphorase assay artifacts; diaphorase resazurin-to-resorufin fluorescence, NADH, 16 min; bacterial (C. kluyveri) enzyme, not human; inhibition, % at 20 µM; 0.69% of 190,000 active; AID 1217;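 active means primary screen inhibition at 20 µM above a set limit, cut at about 50% in these data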;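 further: plate controls were DMSO with full reaction for no effect and wells lacking NADH for full effect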
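Test system: diaphorase enzyme from Clostridium kluyveri; amount: diaphorase at 0.14 U/mL in enzyme working solution; detection: fluorescence of resorufin formed from resazurin, Ex 544/Em 590 nm; times: reaction incubation of 16 min at room temperature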
G6PDH counter – counter-screen for G6PDH assay hits: L. mesenteroides G6PDH inhibition. Purified L. mesenteroides G6PDH, diaphorase/resazurin coupled fluorescence, 45 min. inhibition, % at 5 µM. 0.12% of 200,000 active. AID 1020; in the data active means inhibition above about 50%
An asterisk follows results filed as active; nt = no result given.

SMILES	TNAP inh no acc	PMI act	PMI act satM6P	FLuc stim CS	TNAP act hiacc	TNAP inh hi DEA	HMGR II inh	Diaph act CS	Diaphorase inh	G6PDH counter
CN1c2ccccc2-c2nc3ccccc3n2C1c1ccco1 (stereo unspecified)	-15	1	1	1	1.1	-6	-1	0.9	5	-1
CCOc1ccc(-n2nnnc2SCC(=O)c2ccccc2)cc1	-5	1	0.9	1	1	-1	-7	0.8	20	4
CCOC(=O)CCCNC(=O)COC(=O)c1cc(C)cc(C)c1	-9	0.9	0.5	1	1	4	-2	0.8	22	7
O=C(COC(=O)c1cc(S(=O)(=O)N2CCOCC2)ccc1Cl)Nc1ccc2c(c1)OCO2	-8	0.8	0.9	1	1	-2	-1	0.9	13	6
COc1cc(NC(=S)NC(=O)c2ccc(C(C)(C)C)cc2)ccc1NC(=O)c1cccs1	-13	0.9	0.9	1.1	1	-2	0	0.8	16	-24
O=C(c1ccc(F)cc1)c1c[nH]c(C(=O)NCCCN2CCOCC2)c1	-10	1	1	1	1	-3	-5	1	4	-10
C=C(C)c1ccc(C(C)(C)NC(=O)NCc2ccco2)cc1	-10	1	1	1.1	1	0	-2	0.9	11	-2
O=C(N/N=C/c1ccccc1F)NC1CCCCC1	10	0.9	0.9	1	1	3	3	0.8	19	0
CCn1c(SCC(=O)Nc2cc(OC)ccc2OC)nnc1C1CCCCC1	-7	0.9	1	1	1.1	-5	-4	0.9	8	16
O=C1CC(C(=O)Nc2ccc(Cl)cc2[N+](=O)[O-])C2(CCCCC2)O1 (stereo unspecified)	4	1	1	1.1	1	-2	-1	0.8	17	8
O=[N+]([O-])c1cc(-c2cnc3ccccc3n2)ccc1Oc1ccc(F)cc1	-4	0.8	0.9	1	1	0	-2	0.9	11	0
COc1cccc2cc(-c3nnc(SCC(=O)Nc4nc(C)cs4)n3C)oc12	-9	1	1	1	1.1	-5	-7	0.8	19	4
Cc1cc(C(=O)CSc2nnc(N)s2)c(C)n1Cc1cccs1	-3	0.9	0.8	0.1	1	-3	6	0.9	12	3
COc1ccc(Cn2cc(F)c(=O)n(CCC(C)C)c2=O)cc1[N+](=O)[O-]	-2	0.9	0.9	1.1	1	0	1	0.9	11	-10
CCOC(=O)N1CCN(C(=O)c2cc(Cl)c(Cl)cc2C(=O)O)CC1	-7	1	1	1.1	1.1	-7	1	0.9	12	-9
O=C(COc1ccc(Cl)cc1)NCCSCc1ccccc1Cl	-15	0.8	0.9	1.1	1	-3	-5	0.8	16	5
CC(Oc1ccccc1)C(=O)N=Nc1c(O)[nH]c2ccc(Br)cc12 (stereo unspecified)	-13	1.1	1	1.1	1	-2	2	1.1	-12	9
O=C(O/N=C1\CCS(=O)(=O)c2sccc21)c1ccc(F)cc1	-10	1.1	1.1	0.9	1	-5	-1	0.9	5	2
C=CCSC1=C(C#N)C(c2ccc(OCC)cc2)CC(=O)N1 (stereo unspecified)	-17	1	1	1.1	1	-4	2	0.9	10	-2
Cc1cc(NC(=O)COC(=O)c2ccc(S(=O)(=O)N3CCCc4ccccc43)cc2)no1	-4	0.9	0.9	1	1	-2	nt	0.9	12	2
NC(=O)c1cnn2c(C(F)(F)F)cc(-c3ccccc3)nc12	-6	0.9	0.9	1	1	-2	0	0.9	15	3
CC(=O)c1ccc(OCCCC(=O)Nc2cccc(S(=O)(=O)N(C)C)c2)cc1	-7	1	0.9	1	1	0	1	0.8	16	14
COc1cc(NC(=O)C2COc3ccccc3O2)c(OC)cc1Cl (stereo unspecified)	-9	1	0.9	1	1	-2	-4	0.9	12	5
COc1ccc(NC(=O)CC(c2ccc(F)cc2)c2ccc(OC(C)C)cc2)cc1 (stereo unspecified)	-8	0.9	0.9	1	1.1	-10	-2	0.9	8	7
CCOC(=O)CCc1c(C)c(C#N)c2[nH]c3ccccc3n2c1=O	-8	0.7	0.8	1.1	1	-5	-5	0.8	15	27
(cont.)
SMILES	TNAP inh no acc	PMI act	PMI act satM6P	FLuc stim CS	TNAP act hiacc	TNAP inh hi DEA	HMGR II inh	Diaph act CS	Diaphorase inh	G6PDH counter
O=C(c1cc2ccccc2o1)N1CCCCCC1	8	1	0.9	1	1	-3	-5	0.9	7	4
CCC1CCC/C1=N\NC(=O)c1cc(C)[nH]n1 (stereo unspecified)	-18	0.8	0.9	1	1.1	-6	-2	0.9	14	11
COc1ccc(C(N)CCc2ccco2)cc1 (stereo unspecified)	-12	1.1	1.2	1	1.1	-8	0	0.9	12	15
Cn1c(CN2CCCCC2)nc2cc(NS(=O)(=O)c3ccc(Cl)cc3)ccc21	-4	1	1	1	1	0	-9	1	1	2
O=C(NCc1cccnc1)C(=O)NC1CCCCC1	-3	1	1	1	1	2	0	1	-1	5
Nc1ccc(Nc2ccccc2N)cc1	24	0.7	0.5	1	0.8	16	-1	0.6	36	5
O=C(Cn1c(C(F)(F)F)nc2ccccc21)OCC(=O)c1c[nH]c2ccccc12	-3	1	1.1	1	1	3	-3	1.1	-5	-8
Cc1ccc(NC(=O)COC(=O)CN2C(=O)C3CCCCC3C2=O)cc1S(=O)(=O)N1CCOCC1 (stereo unspecified)	-14	1	1	1	1	2	-3	1	4	6
COc1cc(CNCc2cccnc2)ccc1OCc1ccccc1	-4	1.2	1	1	1	-1	1	1	4	3
Cc1c(NC(=S)NC(NC(=O)C(C)C)C(Cl)(Cl)Cl)c(=O)n(-c2ccccc2)n1C (stereo unspecified)	-1	1	1	1	1	1	-2	0.9	11	-1
COc1cccc(N(CC(=O)N2CCN(C)CC2)S(=O)(=O)c2ccccc2)c1	-7	1	0.9	1	1	-4	-10	0.9	11	4
Fc1ccc(-c2ccnc(=S)[nH]2)cc1	6	0.8	0.8	1	1	5	-3	0.5	48	-17
CCOC(=O)c1c(NC(=O)C(F)(OC)C(F)(F)F)sc2c1CCN(C)C2 (stereo unspecified)	-7	0.9	1	1.1	1	3	1	1	0	4
Cc1cc2c(cc1C)NC(=O)CC(C(F)(F)C(F)(F)C(F)(F)F)=N2	-5	1	1	1	1	2	-7	1	2	-2
CCCCC(=O)NC(=S)Nc1cccc(NC(=O)CC)c1	-7	0.9	1.1	1	1	3	3	1	1	0
Cc1nc(C)c(C(=O)N/N=C/c2cn(C)c3ccccc23)s1	-9	1	1	1	0.9	7	-3	1	3	0
C=CCN(c1ccc(Cl)cc1)S(=O)(=O)c1cccc(C(=O)OCC(=O)N(C)C)c1	-2	1.1	1.1	1	1.1	-6	-4	1.1	-13	5
CCOC(=O)C1CCN(c2ccc(Cl)nn2)CC1	-6	0.9	0.9	1	1	-1	0	0.9	13	15
O=C(CCCc1ccccc1)Nc1cccnc1	-10	0.9	0.9	1	1	-5	-4	0.8	16	1
Brc1ccc(/C=N/Nc2ccccn2)cc1	-20	1.1	1.1	0.8	1.1	-7	-5	1.1	-9	5
CCCC(=O)C1C(=O)CC(C)(C)C(c2cc(C)no2)C1=O (stereo unspecified)	-10	1.2	1.2	1.1	1	-5	-2	0.9	10	0
CCN(CCn1cccn1)C(=O)CC1C(=O)NCCN1Cc1ccc(F)c(F)c1 (stereo unspecified)	-8	1	0.9	1	1.1	-6	-5	0.9	13	10
CCC(C)NC(=O)CNC(=S)N(CCCN1CCOCC1)Cc1cccs1 (stereo unspecified)	-8	1	1	1.1	1	-2	0	0.9	8	0
CCN(CC)CCN1C(=O)C(=O)/C(=C(/O)c2cnn(-c3ccccc3)c2C)C1c1cccs1 (stereo unspecified)	-3	1.6	2*	0.9	1	3	-1	1.1	-7	-2
Cc1ccsc1/C=N/N1CCN(Cc2ccccc2)CC1	-4	1	0.9	1	1	-2	-4	1	0	3

3 compounds out of the list, ordered by heavy-atom count, falling:
SMILES	TNAP inh no acc	PMI act	PMI act satM6P	FLuc stim CS	TNAP act hiacc	TNAP inh hi DEA	HMGR II inh	Diaph act CS	Diaphorase inh	G6PDH counter
COc1ccc(NC(=O)CC(c2ccc(F)cc2)c2ccc(OC(C)C)cc2)cc1 (stereo unspecified)	-8	0.9	0.9	1	1.1	-10	-2	0.9	8	7
Cc1cc2c(cc1C)NC(=O)CC(C(F)(F)C(F)(F)C(F)(F)F)=N2	-5	1	1	1	1	2	-7	1	2	-2
Brc1ccc(/C=N/Nc2ccccn2)cc1	-20	1.1	1.1	0.8	1.1	-7	-5	1.1	-9	5

Continuation:
SMILES	TNAP inh no acc	PMI act	PMI act satM6P	FLuc stim CS	TNAP act hiacc	TNAP inh hi DEA	HMGR II inh	Diaph act CS	Diaphorase inh	G6PDH counter
CCc1nc(SCC(=O)N2CCCc3ccccc32)c2oc3ccccc3c2n1	0	1	0.9	1.1	1.1	-5	0	0.8	21	9
Cc1nn(C)cc1CNC(=O)C1(C)CC1(Cl)Cl (stereo unspecified)	-9	0.9	0.7	1	1	1	-5	0.9	7	-2
Cc1ccc(-c2nsc(SCC(=O)Nc3ccc4c(c3)OCO4)n2)cc1	-24	0.9	0.9	1	1	0	-1	0.9	15	-18
O=C(Nc1ccc(N2CCOCC2)cc1)c1cc2c(s1)CCCC2	-18	0.9	0.9	1	1.1	-7	-9	0.8	19	0
CC(C)(C)C(=O)Nc1ncccc1C(O)c1cccc(C(F)(F)F)c1 (stereo unspecified)	13	1	0.9	1	1	-2	-9	0.9	7	6
O=S(=O)(c1ccc(OCC(O)CN2CCCCC2)cc1)N1CCOCC1 (stereo unspecified)	-4	0.9	0.9	1.1	1	0	1	0.9	14	8
O=C(CSC1=NCCS1)N1CCN(c2ccc(Cl)cc2)CC1	-9	1	1.1	1.1	1	-1	-8	1	4	5
CCOC(=O)CSc1nnc(C)c(=O)[nH]1	-18	1	1	1.1	1.1	-7	0	0.9	14	-13
Cc1cc(C)cc(-n2c(C)cc(/C=N/NC(=O)CSc3ncccn3)c2C)c1	-29	0.8	0.8	1	1	-1	-4	0.8	19	4
Cc1ccc(S(=O)(=O)N(CC(=O)N2CCCCC2)c2cccc(C)c2)cc1	-3	0.9	1	1.1	1	3	4	0.9	8	5
O=C(c1ccc2ccccc2c1)C1CCCN(S(=O)(=O)c2cccnc2)C1 (stereo unspecified)	-5	0.9	0.9	1	1	-5	-8	0.7	33	10

Single values from the list.
Reading for CC(Oc1ccccc1)C(=O)N=Nc1c(O)[nH]c2ccc(Br)cc12 (stereo unspecified) under PMI act satM6P: 1
Reading for NC(=O)c1cnn2c(C(F)(F)F)cc(-c3ccccc3)nc12 under Diaphorase inh: 15
